Screening data from PubChem BioAssay.
Chronic BCR inh – chronic active BCR signaling inhibition. ABC-DLBCL IkBa-CBG/CBR reporter, luminescence ratio, 4 h. Potency, µM (highest dose often 46.1 µM), for the others: at the highest dose ratio change, negative = lower green/red ratio, usual class: inhibitors. 0.05% of 340,000 active. AID 493014; active means well fitted inhibition curve with a large enough effect in the signal ratio, with a control signal flat, not every such curve was filed as active; inconclusive means small, poorly fitted or top-dose-only effect, or effect the other way, or a change in a side signal; the % refers to the signal ratio;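 further: potency means the concentration at half of the fitted maximal effect; plate controls were basal doxycycline-induced cells for no effect and cells given 10 µM MG132 for full effect; MG132 reads +100%, hits lower the ratio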
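Compounds up to 46 uM were incubated four hours with TMD8 cells whose green CBG68 luciferase is fused to IkappaBalpha; red CBR luminescence normalised the signal, and concentration-effect curves were fitted to fusion, red and ratio data.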
ELG1 repair inh – blocks ELG1-dependent DNA repair in HEK293T cells | 2.3% of 330,000 active | HEK293T ELG1-luciferase reporter, luminescence, 16 h; DNA damage induced by 5-fluorouridine | AID 504467 | Potency, µM (highest dose often 46.1 µM), for inactives: top-dose activity change, negative = inhibition, actives largely listed as inhibitors; further: potency means the concentration at half of the fitted maximal effect; on the % scale 0 is the no-effect control and ±100 the full control effect; nearly all actives have a fitted effect of over 55% in size
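5-Fluorouridine DNA damage + compound/DMSO, 2,000 cells/well, 16 h, 37 °C/5% CO2. ONE-Glo, 30 min RT, luminescence. Readout = decrease in reporter signal.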
TSG101-PTAP inh – blocks PTAP/TSG101 interaction to inhibit HIV-1 budding; Q99816; Potency, µM (top dose mostly 115 µM), inactives show top-dose activity change, negative = inhibition, usual class: inhibitors; AID 493005; Fluorescence polarization, FITC-PTAP peptide / Tsg101 binding; 340,000 tested, under 10 active; active means well fitted inhibition curve with a large enough effect in the main read-out, with a control signal flat, not every such curve was filed as active; inconclusive means small, poorly fitted or top-dose-only effect, or effect the other way, or a change in a side signal; inactive means no such curve, though single readings can be large or run the other way; further: potency means the concentration at half of the fitted maximal effect; % of control where 0% means no effect
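Compounds were pin-transferred onto Tsg101 binding domain (10 uM final) in HEPES pH 7.5 buffer, then FITC-PTAP peptide was added at 50 nM final. After 20 min at RT, polarization reported peptide displacement across a qHTS concentration series.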
TCR act – activators of T cell receptors; 330,000 tested, under 10 active; Potency, µM (series often up to 9.22 µM), for inactives: at the highest dose activation of IL-2 secretion, usual class: activators; AID 504894; primary human leukocytes, anti-CD3, IL-2 HTRF, 48 h; further: % of control where 0% means no effect
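Human primary leukocytes + a-CD3 beads + cpd, 48 hr; IL-2 in supernatant by HTRF (ex 320nm / em 665nm). No co-stimulatory signal supplied.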
Eya2 inh – Eya2 (human) phosphatase inhibition | O00167 | recombinant Eya2, OMFP fluorescence dephosphorylation (OMFP is methylfluorescein phosphate) | Potency, µM (series often up to 76.9 µM), inactives show at the top dose activity, negative = inhibition, hits mostly inhibitors | 0.006% of 330,000 active | AID 488837; further: potency means the concentration at half of the fitted maximal effect; on the % scale 0 is the no-effect control and ±100 the full control effect
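Eya2 (0.2 uM) preincubated 10 min at ambient with compound, then OMFP substrate added at 50 uM; 10 min reaction in 50 mM HEPES pH 7.5, 50 mM NaCl, 5 uM MgCl2, 0.05% BSA, 1 mM DTT. Fluorescence read at Ex 485/Em 525 nm.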
B2AR arrestin – recruits beta-arrestin to the human beta2-adrenergic receptor. P07550. beta-arrestin recruitment to beta2AR, cell-based reporter. Potency, µM (titrated, usually from 46.1 µM), for the others: at the top dose activation, most hits filed as activators. 0.02% of 330,000 active. AID 492947;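 further: potency means the concentration at half of the fitted maximal effect; 0% = DMSO controls and full agonism = EC100 isoproterenol or metaproterenol; nearly all actives have a fitted effect of over 65% in size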
Target sequence (P07550 whole entry, looked up): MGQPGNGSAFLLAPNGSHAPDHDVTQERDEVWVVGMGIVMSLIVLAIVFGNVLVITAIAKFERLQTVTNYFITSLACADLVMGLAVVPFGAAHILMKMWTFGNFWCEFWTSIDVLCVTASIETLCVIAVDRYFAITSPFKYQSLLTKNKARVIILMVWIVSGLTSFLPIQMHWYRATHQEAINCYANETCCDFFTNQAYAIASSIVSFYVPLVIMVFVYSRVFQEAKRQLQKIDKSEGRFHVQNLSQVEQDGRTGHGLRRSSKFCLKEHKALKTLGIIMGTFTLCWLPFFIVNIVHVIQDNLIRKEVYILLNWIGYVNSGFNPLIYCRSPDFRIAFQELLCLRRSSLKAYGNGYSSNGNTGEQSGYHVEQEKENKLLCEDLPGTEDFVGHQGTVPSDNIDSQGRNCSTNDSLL
USP2a inh – USP2a (human) protease inhibition; O75604; USP2 core, Ub-CHOP2 coupled fluorogenic reporter, 485/531; Potency, µM (titrated, usually from 38.3 µM), for the others: at the top dose activity change, negative = inhibition, most hits filed as inhibitors; 0.01% of 330,000 active;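 further: potency means the concentration at half of the fitted maximal effect; plate controls were DMSO wells for no effect and full inhibition by NEM control for full effect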
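Cell-free coupled assay: 10nM USP2 core preincubated 30min RT with compound in Tris-HCl pH 8.0/CaCl2/CHAPS buffer, then 25nM Ub-CHOP2 and 25nM reporter substrate; fluorescence (Ex 485/Em 531) read after 60min RT, normalized to NEM inhibition, concentration-response curves fitted.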
Tb PFK block – inhibitors of T. brucei phosphofructokinase | O15648 | T. brucei PFK, ADP-Glo luminescence | Potency, µM (highest dose often 57.5 µM), for inactives: at the top dose activity, negative = inhibition, usual class: inhibitors | 0.17% of 330,000 active | AID 485367;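 further: potency means the concentration at half of the fitted maximal effect; 0% = uninhibited 1x PFK enzyme wells and -100% = no-enzyme wells; nearly all actives have a fitted effect of over 60% in size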
Target sequence (O15648 whole entry, looked up): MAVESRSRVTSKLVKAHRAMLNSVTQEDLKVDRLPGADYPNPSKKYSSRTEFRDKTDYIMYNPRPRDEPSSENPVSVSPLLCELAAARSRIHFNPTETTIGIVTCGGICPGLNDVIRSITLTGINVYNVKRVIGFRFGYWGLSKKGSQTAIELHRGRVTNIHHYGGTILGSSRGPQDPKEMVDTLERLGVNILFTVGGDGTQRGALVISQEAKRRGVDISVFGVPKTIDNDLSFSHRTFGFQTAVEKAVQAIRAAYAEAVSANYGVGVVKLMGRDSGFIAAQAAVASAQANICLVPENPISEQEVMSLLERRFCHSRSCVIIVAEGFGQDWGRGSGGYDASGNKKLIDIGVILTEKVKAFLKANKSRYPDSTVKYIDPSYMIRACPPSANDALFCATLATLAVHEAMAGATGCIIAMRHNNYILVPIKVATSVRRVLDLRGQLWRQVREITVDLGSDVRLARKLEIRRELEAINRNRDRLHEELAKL
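ADP-Glo luminescence quantified ADP after 45 min at room temperature, with 1.25 nM T. brucei PFK, 0.1 mM ATP and 0.5 mM fructose-6-phosphate in pH 8.0 TEA buffer. qHTS titrations up to 57 µM; curves classified by quality.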
TSHR antagonist – antagonists of human thyroid stimulating hormone receptor; P16473; TSHR-expressing cells, TSH-stimulated cAMP HTRF, 2 h; active compounds read low; 0.2% of 330,000 active; activity change, negative = inhibition, % at 11.5 µM;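 active means activity change below a set negative limit, meaning inhibition stronger than a set level, cut at about -70% in these data; inconclusive means activity change between two set negative limits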; further: on the % scale 0 is the no-effect control and ±100 the full control effect
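Read-out is FRET at 665 nm (cryptate excitation 337 nm) from a cryptate-tagged anti-cAMP antibody, competed by cell cAMP against cAMP-d2. Compounds are tested on freshly harvested TSHR cells challenged with 4nM TSH (EC80) for 2 hours at 37 deg C.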
uPA generation – inhibitors of cell surface uPA generation; cell surface uPA generation assay, qHTS; Potency, µM (doses to about 38.3 µM), without a hit: at the top dose activity change, negative = inhibition, most hits filed as inhibitors; 0.31% of 330,000 active; AID 540303; active means well fitted inhibition curve with a large enough effect; inconclusive means small, poorly fitted or top-dose-only effect; inactive means no such curve, though single readings can be large or run the other way; tested in mouse RAW 264.7 cells; further: potency means the concentration at half of the fitted maximal effect; on the % scale 0 is the no-effect control and ±100 the full control effect; nearly all actives have a fitted effect of over 55% in size
Mito fusion act – mitochondrial division inhibition or fusion activation; AID 485298; S. cerevisiae fusion-defective mutant growth rescue, CellTiterGlo 48 h; 0.23% of 320,000 active; Potency, µM (series often up to 46.1 µM), without a hit: top-dose growth rescue (activation), hits mostly activators;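 further: potency means the concentration at half of the fitted maximal effect; % of control where 0% means no effect; nearly all actives have a fitted effect of over 45% in size; temperature-sensitive fusion mutants such as fzo1-1 at 37 °C on non-fermentable ethanol glycerol medium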
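Yeast fusion mutant, YPEG (non-fermentable carbon), compound, 48 h at 37C non-permissive; CellTiterGlo added, 10 min RT, luminescence read. Rescued growth = division inhibition.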
* hit, by the source's call; u = inconclusive; x = no result given; [ ] = another dose, or the depositor's remark. Unless noted, the call rests on the fitted dose curve; in most records, active means well fitted curve in the direction sought with a large enough effect; inconclusive means small, poorly fitted or top-dose-only effect, or another doubt; inactive means no such curve, though single readings can be large; an effect the other way counts as inactive or inconclusive.

SMILES	Chronic BCR inh	ELG1 repair inh	TSG101-PTAP inh	TCR act	Eya2 inh	B2AR arrestin	USP2a inh	Tb PFK block	TSHR antagonist	uPA generation	Mito fusion act
C/C(=N\OCC(=O)Nn1c(C)nc2ccccc2c1=O)c1cccs1	-8%	-10%	-2%	-2%	8%	-0.6%	-1%	2%	-4	5%	2%
NS(=O)(=O)c1ccc(Cl)cc1[N+](=O)[O-]	8%	0%	-26%	-2%	-3%	-0.7%	2%	0%	-27	-14%	-4%
CCOC(=O)CSc1ccc(S(=O)(=O)N(CC)CC)cc1[N+](=O)[O-]	-8%	11%	0%	-6%	-17%	-0.3%	-1%	0%	0	3%	-4%
COc1ccc(NC(=O)c2c[nH]n3c(=O)cc(C4CCN(C(=O)OC(C)(C)C)CC4)nc23)cc1Cl	4%	u	-6%	0%	-7%	-0.3%	0%	8%	16	11%	2%
COc1ccc(C(=O)NCC(=O)OCC(=O)NC(=O)c2ccc(C(C)(C)C)cc2)cc1OC	-4%	u	2%	-6%	11%	0.0%	0%	0%	8	3%	0%
Cc1cc(C)c(S(=O)(=O)NC2CC(C)(C)NC(C)(C)C2)cc1Br	-2%	1%	-2%	1%	6%	0.3%	0%	0%	-8	-2%	-5%
CCOC(=O)C(=O)Nc1nc(-c2ccc3c(c2)CCN3C(=O)C2CC2)c(C)s1	12%	u	6%	3%	-5%	-0.9%	u	2%	-4	2%	5%
O=S(=O)(/N=C(/c1ccccc1)N1CCCCCC1)c1ccccc1	0%	1%	-6%	x	-1%	0.5%	5%	0%	-1	-5%	4%
CN(Cc1ccccc1)C(=O)c1[nH]cnc1C(=O)N[C@@H](CCCCNC(=O)OC(C)(C)C)C(=O)OC(C)(C)C	u	u	-7%	-6%	-10%	-1.4%	1%	2%	7	6%	-4%
CC(Sc1nnc(-c2ccc(OC(F)F)cc2)n1N)C(=O)NCC1CCCO1 (configuration not stated)	-2%	4%	-1%	-1%	17%	-0.5%	0%	-1%	-9	-1%	3%
Cc1cc(C)n(Cc2nc3ccccc3n2C)n1	u	1%	-1%	2%	12%	-0.2%	0%	-5%	-2	-4%	-5%
O=C([C@H](Cc1ccccc1)NS(=O)(=O)c1ccc(Cl)cc1)N1CC[C@@]2(O)CCCC[C@H]2C1	5%	16%	-4%	7%	-9%	-0.3%	-1%	-1%	8	5%	-1%
COc1cccc2sc3cc(C#Cc4ccccn4)ccc3c(=O)c12	u	u	0%	-1%	8%	0.0%	3%	10%	-22	6%	x
CCN(CC)C(=O)c1[nH]cnc1C(=O)N[C@@H](CC(C)C)C(=O)OCc1ccccc1	u	12%	2%	8%	1%	-0.5%	-15%	0%	-8	10%	-4%
CNC[C@@H]1Oc2c(NC(=O)Nc3ccc(F)cc3)cccc2C(=O)N([C@H](C)CO)C[C@@H]1C	0%	12%	1%	-6%	-6%	-0.6%	3%	6%	3	-6%	x
O=C(Oc1c(Cl)cc(Cl)c2cccnc12)c1cccc([N+](=O)[O-])c1	21µM*	-17%	0%	4%[46.1 µM]	-4%	3.7%	4%	-6%	13	-4%	18%
CCOc1ccc(N(C(C)C(=O)NC(C)CC)S(C)(=O)=O)cc1 (configuration not stated)	5%	3%	-2%	-6%	1%	0.1%	1%	-2%	22	3%	-1%
O=C(NCc1cccnc1)NC(=O)c1ccc(Cl)cc1	u	7%	-1%	-10%	8%	4.3%	0%	-2%	-4	-8%	1%
O=C(NCCc1ccncc1)c1ccccc1F	-6%	16%	1%	-4%	10%	-0.1%	-1%	1%	2	3%	4%
CCOC(=O)CCNC(=O)N1CCCC(CNS(=O)(=O)c2cccs2)C1 (configuration not stated)	-11%	6%	-6%	5%	0%	-0.5%	-5%	-4%	-2	8%	-1%
Cc1ccc(CSCC(=O)Nc2ccccc2)cc1	u	22%	-3%	-3%	7%	-0.6%	1%	-3%	-9	2%	3%
CCC(=O)N(C(=O)CC)N1CCN(c2ccncc2S(=O)(=O)N2CCCCC2)CC1	4%	-11%	-3%	-1%	2%	-0.4%	5%	-2%	-9	-4%	0%
Cc1cc(=O)n2c(ccc3ccccc32)c1C#N	2%	0%	-4%	1%	14%	-0.2%	4%	-2%	-5	-2%	4%
O=C(NO)C1CC2C=CC1C2 (configuration not stated)	-3%	-21%	-5%	0%	5%	0.1%	1%	-4%	13	u	2%
O=C(Nc1nc(=O)c2ccccc2s1)c1ccc(Cl)cc1	u	u	-10%	5%	-3%	-0.2%	1%	6%	-10	-9%	-12%
COc1ccc(CC(=O)Nc2cc(C)ccn2)cc1	-8%	u	3%	x	-9%	0.1%	-4%	-7%	5	x	-1%
CC1CN(C(=O)COC(=O)c2cc(Cl)ccc2[N+](=O)[O-])CC(C)O1 (configuration not stated)	-10%	2%	-8%	-1%	-5%	-0.4%	2%	7%	-1	1%	-2%
CSc1ncccc1C(=O)Nc1cccc(S(=O)(=O)N(C)c2ccccc2)c1	0%	u	-6%	6%	-4%	0.3%	4%	-8%	-9	-9%	u
CCc1c(C(C)=O)oc2ccc3c(C)cc(=O)oc3c12	-2%	-4%	0%	4%	9%	4.1%	9%	6%	23	5%	-2%
COc1ccc(NC2CCCN(C(=O)c3ccc(OC)o3)C2)cc1 (configuration not stated)	-2%	-2%	-10%	1%	8%	0.1%	1%	-1%	20	-2%	0%
Cc1noc(C)c1C(=O)OCC(=O)c1c(N)n(CC(C)C)c(=O)n(C)c1=O	2%	u	-4%	-4%	28%[15.4 µM]	0.4%	-1%	2%	13	1%	-2%
O=C(N/N=C/c1ccc[nH]1)c1cccc(Br)c1	u	u	1%	-2%[46.1 µM]	-3%	-2.4%	0%	0%	7	-10%	0%
O=C(Nc1ccccc1C(=O)N/N=C/c1ccc(O)cc1)c1ccccc1	u	u	1%	-8%	14%	0.0%	7%	0%	0	7.1µM*	0%
CCOC(=O)CN1C=C(c2ccc3ccccc3n2)C(C[N+](=O)[O-])c2ccccc21 (configuration not stated)	u	u	-18%	1%	-8%	0.0%	6%	-1%	-9	6%	5%
Cc1cc(C(C)(C)C)cc(S(=O)(=O)NCCc2ccncc2)c1C	-1%	11%	-5%	3%	-17%	-0.5%	0%	16%	2	-6%	14%
CC(=O)c1ccc(C(=O)N2CCc3c([nH]c4ccccc34)C2c2cccc(C)n2)s1 (configuration not stated)	u	u	-5%	-3%	11%	0.3%	1%	2%	-5	1%	1%
N#Cc1ccccc1OCCn1cncn1	4%	10%	-6%	-1%	-6%	-0.4%	-1%	-9%	4	5%	-1%
C=CCNc1nc(N2CCOCC2)c(C#N)c2c1CN(C)CC2	-1%	-2%	0%	3%	-5%	-0.8%	0%	-2%	0	-2%	-6%
O=C(Oc1c(Cl)cc(Cl)c2cccnc12)N1CCCCC1	u	u	-7%	-2%	-30%	-0.4%	-1%	-3%	7	-2%	9%
COc1ccc(C(OC(=O)c2ccco2)C(=O)NC2CCCC2)cc1 (configuration not stated)	1%	9%	-4%	5%	u	-0.5%	2%	0%	2	0%	-13%
C/C(=N/NC(=O)CNC(=O)c1ccncc1)c1ccc(Cl)cc1	u	0%	-1%	-6%	0%	-0.7%	0%	0%	2	-7%	-2%
CS(=O)(=O)N1CCN(c2ccccc2NC(=O)CSc2nnc(-c3ccco3)o2)CC1	-3%	2%	2%	1%[46.1 µM]	-8%	-4.2%	3%	0%	11	1%	x
COc1ccc(CCNC(=O)C(=O)NCC2OCCN2S(=O)(=O)c2ccc(Cl)cc2)cc1OC (configuration not stated)	0%	u	-5%	-5%	-1%	0.3%	2%	0%	-8	-11%	3%
O=C(c1ccc(F)cc1)n1c(=S)nc2ccccn21	-14%	u	0%	2%	-4%	-0.3%	1%	-18%	0	u	-3%
